Pf growth 96h = P. falciparum growth inhibition at 96 hour, primary screen for plastid delayed-death inhibitors; P. falciparum luciferase reporter growth, 96 h; Potency, µM (titrated, usually from 28.7 µM), inactives show top-dose activity change, negative = inhibition, actives largely listed as inhibitors; actives 6.9% (n = 320,000); AID 504834; note: potency is the fitted concentration of half-maximal effect; % is set by controls: 0 for no effect and ±100 for the full control effect
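Cell-based qHTS: luciferase-tagged P. falciparum in erythrocytes (2% hematocrit, 0.05% parasitemia final) incubated with compounds for 96 hours, 37 C, 5% CO2; luciferase detection reagent then added and luminescence measured.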
FBPA Giardia inh = blocks Giardia fructose-bisphosphate aldolase activity; purified Giardia FBPA; Potency, µM (titrated, usually from 59.6 µM), inactives show at the top dose activity, negative = inhibition, hits mostly inhibitors; actives 0.71% (n = 290,000); AID 2451; note: potency is the fitted concentration of half-maximal effect; % is set by controls: 0 for no effect and ±100 for the full control effect; nearly all actives have a fitted effect of over 55% in size
Target sequence (A8B2U2 whole entry, looked up): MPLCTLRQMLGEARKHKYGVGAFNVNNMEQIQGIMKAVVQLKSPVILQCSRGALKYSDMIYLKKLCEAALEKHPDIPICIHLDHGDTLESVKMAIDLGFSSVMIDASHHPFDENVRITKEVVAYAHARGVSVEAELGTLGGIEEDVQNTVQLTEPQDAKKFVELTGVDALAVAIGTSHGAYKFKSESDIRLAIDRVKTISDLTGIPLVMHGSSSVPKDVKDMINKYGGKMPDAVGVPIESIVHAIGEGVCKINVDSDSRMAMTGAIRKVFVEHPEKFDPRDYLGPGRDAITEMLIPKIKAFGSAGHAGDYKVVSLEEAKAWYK
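40 nM FBPA preincubated 10 min at RT with compound (up to 57.5 uM final), then substrate plus GAPDH/TPI/NAD/arsenate coupling and diaphorase/resazurin added. Fluorescence read after 20 min at RT, 525/598 nm.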
Shiga inhibitor = Shiga toxin inhibition. Vero cells, Shiga toxin protein synthesis inhibition reporter. inhibition, % at 38.7 µM. actives 9.2% (n = 290,000). AID 2315; in the data active = inhibition mostly above about 28%, no sharp cut-off; inactive = mostly below about 43%; note: 0% is about no effect
Pf growth 48h = inhibits P. falciparum growth in the first generation, 48 h; P. falciparum luciferase growth in erythrocytes, 48 h; Potency, µM (series often up to 28.7 µM), for the others: at the highest dose activity change, negative = inhibition, usual class: inhibitors; actives 5.9% (n = 310,000); AID 504832; note: potency is the fitted concentration of half-maximal effect; % is set by controls: 0 for no effect and ±100 for the full control effect
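Firefly luciferase activity from engineered P. falciparum reports growth; inhibitors lower the luminescent signal. Cultures contained 2% hematocrit erythrocytes at 0.1% final parasitemia.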
HCV inhibitor = HCV inhibition. Huh7.5.1 HCVcc-Cre infection, luciferase reporter, 44 h. Potency, µM (highest dose often 41.8 µM), for the others: at the top dose activity change, negative = inhibition, usual class: inhibitors. actives 3.4% (n = 340,000); note: potency is the fitted concentration of half-maximal effect; % is set by controls: 0 for no effect and ±100 for the full control effect
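Infectious HCVcc-Cre (~0.5 moi) was added to cells just after compound, with cells seeded 4 h earlier at 1,000 per well. Luciferase activity after 44 h culture reported infection; substrate was incubated 15 min at room temperature before reading.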
CHX counter = counter-screen hit for Shiga toxin inhibitors, cycloheximide. cell reporter, cycloheximide protein synthesis inhibition counterscreen. max response, %. actives 12% (n = 300,000). AID 2314; in the data active = max response mostly above about 13%, no sharp cut-off; inactive = mostly below about 14%; note: read at 38.3 µM for the half of the compounds with a filed dose; 0% is about no effect
An asterisk follows results filed as active; ? = inconclusive; / = no result given; & = joins results of further samples; [ ] = dose if it differs, or a comment. Unless noted, calls come from the whole dose curve; as a rule, active = well fitted curve in the direction sought with a large enough effect; inconclusive = small, poorly fitted or top-dose-only effect, or another doubt; inactive = no such curve, though single readings can be large; an effect the other way counts as inactive or inconclusive.

entry	SMILES	Pf growth 96h	FBPA Giardia inh	Shiga inhibitor
1	Cc1cccc(-n2ncc3c(NCc4ccccn4)ncnc32)c1	-1%	0%	70*
2	CCCN(CC1CCCO1)C(=O)c1cc(COc2cccc(OC)c2)on1 (stereo unspecified)	123%[activator]	/	26
3	O=C(COc1ccc(F)cc1Br)N1CCN(S(=O)(=O)/C=C/c2ccccc2)CC1	?	4%	20
4	C=CCNC(=O)NC(=O)COC(=O)c1cccnc1SC	8%	0%	-5
5	COc1cc(C(C)=O)ccc1O	0%	/	/
6	CN(C)C(=O)Nc1cnc2ccccc2c1	8%	1%	9
7	CC1(C)Cc2c(sc(NC(=O)c3ccco3)c2C#N)C(C)(C)N1	68%[activator]	0%	-14
8	COC(=O)C1=C(c2ccc(F)cc2F)C[C@@H]2CC[C@H]1N2C(=O)NCc1ccc2c(c1)OCO2	?	/	/
9	CCOc1ccc(NS(=O)(=O)N(C)C)cc1	/	-3%	-17
10	CSc1nsc(SCC(=O)Nc2ccc(O)c(C(=O)O)c2)n1	?	-1%	29
11	CCOC(=O)C1(CCCc2ccccc2)CCN(C(=O)c2ocnc2C)CC1	2%	-5%	-1
12	CC(C)CC(C(=O)Nc1oc(-c2ccccc2)c(-c2ccccc2)c1C#N)N1C(=O)c2ccccc2C1=O (stereo unspecified)	-15%	-3%	-3

entry	Pf growth 48h	HCV inhibitor	CHX counter
1	74%[activator]	?	29*
2	?	-16%	14*
3	-27%	-5%	-2
4	/	0%	-2
5	3%	?	/
6	13%	12%	-2
7	6%	31%[activator]	4
8	?	-20%	/
9	7%	2%	-3
10	-4%	17%	-3
11	?	-16%	8
12	10%	-2%	-2

4 structures from above, ordered by number of heavy atoms, lowest first:
entry	SMILES	Pf growth 96h	FBPA Giardia inh	Shiga inhibitor
5	COc1cc(C(C)=O)ccc1O	0%	/	/
6	CN(C)C(=O)Nc1cnc2ccccc2c1	8%	1%	9
7	CC1(C)Cc2c(sc(NC(=O)c3ccco3)c2C#N)C(C)(C)N1	68%[activator]	0%	-14
12	CC(C)CC(C(=O)Nc1oc(-c2ccccc2)c(-c2ccccc2)c1C#N)N1C(=O)c2ccccc2C1=O (stereo unspecified)	-15%	-3%	-3

entry	Pf growth 48h	HCV inhibitor	CHX counter
5	3%	?	/
6	13%	12%	-2
7	6%	31%[activator]	4
12	10%	-2%	-2

(list continues)
entry	SMILES	Pf growth 96h	FBPA Giardia inh	Shiga inhibitor
13	CC(C)n1cc([C@@H]2C[C@H]3CN(Cc4cccc(Cl)c4)C(=O)[C@]34CCCN24)cn1	?	-4%	-6
14	Cc1ccc(C)c(-c2cc(C(=O)Nc3cccnc3)c3ccccc3n2)c1	2.1µM*	6%	-8
15	Cc1ccc(NC2=NCC(=O)N2Cc2cccs2)cc1C	?	-16%	24
16	COc1ccc(NS(=O)(=O)c2ccc(N)c(C(=O)O)c2)cc1	-9%	0%	-7
17	CC1(c2ccc(OC(F)F)cc2)NC(=O)N(CC(=O)Nc2ccc(Cl)cc2F)C1=O (stereo unspecified)	-5%	-5%	30
18	CCOC(=O)N1CCN(C(=O)CNCc2cccs2)CC1	21%	?	14
19	CC(C)c1ccccc1NS(=O)(=O)c1cccs1	38%[activator]	-17%	-6
20	CNc1nc(N)nc(OC(C(F)(F)F)C(F)(F)F)n1	49%[activator]	1%	37
21	O=C(C[N+]12CCC(CC1)C(CO)C2)c1ccc([N+](=O)[O-])cc1 (stereo unspecified)	?	0%	5
22	O=C(COc1ccc(=O)n(-c2ccccc2)n1)Nc1ccccc1	-2%	2%	4
23	CC(C)C[C@H](NC(=O)N1CC(=O)Nc2ccccc21)C(=O)N[C@H](C(=O)O)c1ccccc1	12%	-6%	-4
24	COCCn1c(SCC(=O)NCc2ccco2)nnc1C(C)C	-3%	6%	-5

entry	Pf growth 48h	HCV inhibitor	CHX counter
13	?	-12%	9
14	12µM*	/	0
15	-13%	9%	29*
16	14%	-4%	-3
17	39%[activator]	?	13*
18	27%	9%	12
19	-13%	23%	-1
20	3%	15%	-6
21	?	15%	5
22	?	-6%	-2
23	7%	6%	-3
24	-3%	8%	-1

(further entries)
entry	SMILES	Pf growth 96h	FBPA Giardia inh	Shiga inhibitor
25	O=c1c(Cc2ccc(Cl)cc2)c(O)ccn1Cc1cccc(Cl)c1	-22%	-6%	-41
26	COc1cc(N=Nc2ccc3ccccc3c2)ccc1O	122%[activator]	8%	/
27	CCCc1nc2c(C)cc(C)cc2c(N)c1CC	10µM*	?	-13
28	O=C(Oc1ccc(OC(=O)c2ccco2)c(S(=O)(=O)c2ccc(Br)cc2)c1)c1ccco1	59%[activator]	0%	14
29	COc1ccc(Cl)cc1N(C)C(=O)CCc1nc(-c2ccc(C)cc2)no1	117%[activator]	8%	22
30	O=C(CSc1nnc(NC(=O)c2ccccc2F)s1)NCc1ccco1	174%[activator]	/	79*
31	CNCc1cc2ccc(C)cc2[nH]c1=O	19%	6%	-18
32	COc1ccc(CN(Cc2ccco2)S(=O)(=O)c2ccc(S(=O)(=O)N3CCCC3)cc2)cc1	?	1%	-6
33	O=C(NC(=S)Nc1ccccc1N1CCCCC1)c1ccco1	2%	0%	-4
34	O=C(O)/C(=C\c1cccc(C(F)(F)F)c1)c1ccc(S(=O)(=O)N2CCCC2)s1	5%	/	/
35	Cc1c(C(=O)N2CCN(Cc3ccc4c(c3)OCO4)CC2)sc2ncnc(N3CCN(c4ccccc4F)CC3)c12	?	/	-5
36	Cc1nc2c([nH]c3ccc(Br)cc32)s1	?	-2%	22*

entry	Pf growth 48h	HCV inhibitor	CHX counter
25	?	-7%	-2
26	164%[activator]	-6%	47*
27	9.3µM*	?	2
28	8%	-4%	8
29	?	?	-3
30	118%[activator]	-30%	35*
31	1%	-7%	-6
32	/	4%	-3
33	0%	?	-1
34	-16%	0%	/
35	-8%	?	-3
36	33%[activator]	10µM*	15*

Continued:
entry	SMILES	Pf growth 96h	FBPA Giardia inh	Shiga inhibitor
37	CCOC(=O)c1nn(-c2ccccc2C)c2nc(CC(C)C)c(C#N)c(=O)n12	-29%	3%	-12
38	COc1ccc(C(=O)Cc2nnc(C)s2)cc1	82%[activator]	-24%	105*
39	CCOC(=O)c1ccc(-c2c(-c3cc(OC)c(OC)c(OC)c3)noc2C)cc1F	-6%	12%	9
40	Cc1ccnc(NC(=O)C2CC(=O)N(Cc3ccccc3)C2)c1 (stereo unspecified)	188%[activator]	/	/
41	Cc1ccc2c(c1)N(C(=O)CCC(=O)N1CCOCC1)CCO2	-1%	14%	24
42	CCOc1ccc(N2C(=O)CC(Sc3nc(-c4cccs4)cc(C(F)(F)F)c3C#N)C2=O)cc1 (stereo unspecified)	194%[activator]	-2%	-11
43	CCOC(=O)/C=C/C(=O)OCC(=O)Nc1ccc(OC)c(Cl)c1	0%	2%	-2
44	CC(C)CC(=O)N1CCN(Cc2ccc(Cl)cc2)CC1	?	28µM*	2
45	COc1ccc(OC)c(NC(=O)Nc2nnc(N3CCCCC3C)s2)c1 (stereo unspecified)	-30%	-1%	34
46	O=C1CN2C(=Nc3ccc(Br)cc3C2c2ccccc2)CCN1 (stereo unspecified)	24%	3%	-5
47	C[C@]12CCC3C(CC[C@H]4CCCC[C@]34C)C1CC[C@@]2(O)CNCCO (stereo partly specified)	34%[activator]	2%	-4
48	CCc1nnc2sc(-c3ccc(NC(=O)c4ccco4)cc3)nn12	-9%	0%	20

entry	Pf growth 48h	HCV inhibitor	CHX counter
37	-11%	?	-1
38	99%[activator]	-16%	48*
39	?	?	-2
40	193%[activator]	14%[8.37 µM]	/
41	3%	13%	-1
42	31%[activator]	2%	-3
43	9%	-2%	12*
44	93%[activator]	-8%	1
45	-9%	?	8
46	-13%	16%	1
47	6%	10µM*	-7
48	?	?	16

By substructure, the compounds so far with a Cl atom.
entry	SMILES	Pf growth 96h	FBPA Giardia inh	Shiga inhibitor
13	CC(C)n1cc([C@@H]2C[C@H]3CN(Cc4cccc(Cl)c4)C(=O)[C@]34CCCN24)cn1	?	-4%	-6
17	CC1(c2ccc(OC(F)F)cc2)NC(=O)N(CC(=O)Nc2ccc(Cl)cc2F)C1=O (stereo unspecified)	-5%	-5%	30
25	O=c1c(Cc2ccc(Cl)cc2)c(O)ccn1Cc1cccc(Cl)c1	-22%	-6%	-41
29	COc1ccc(Cl)cc1N(C)C(=O)CCc1nc(-c2ccc(C)cc2)no1	117%[activator]	8%	22
43	CCOC(=O)/C=C/C(=O)OCC(=O)Nc1ccc(OC)c(Cl)c1	0%	2%	-2
44	CC(C)CC(=O)N1CCN(Cc2ccc(Cl)cc2)CC1	?	28µM*	2

entry	Pf growth 48h	HCV inhibitor	CHX counter
13	?	-12%	9
17	39%[activator]	?	13*
25	?	-7%	-2
29	?	?	-3
43	9%	-2%	12*
44	93%[activator]	-8%	1

Later entries
entry	SMILES	Pf growth 96h	FBPA Giardia inh	Shiga inhibitor
49	COc1ccc2c(c1OC)C(=O)OC2C/C(=N\NC(N)=O)c1ccccc1 (stereo unspecified)	13%	2%	23
50	COc1cccc(/C=C/C(=O)Nc2cccc(C(C)=O)c2)c1OC	131%[activator]	-20%	75*
51	CCOC(=O)c1c(C)[nH]c(C)c1S(=O)(=O)NCC1CCN(Cc2ccccc2OC)CC1	?	2%	7
52	COc1ccc(-c2c(C)nn(-c3ccccc3)c2NC(C)=O)cc1OC	110%[activator]	14%	9
53	Cc1cc(NC(=O)CN2C(=O)[C@@H]3[C@H](C2=O)[C@@H]2C[C@H]3C(Br)C2Br)no1 (stereo partly specified)	-8%	-1%	3
54	O=[N+]([O-])c1cccnc1Oc1ccccc1F	?	-2%	-7
55	Cn1cccc1Cc1nnc(SCC(=O)N2CCOCC2)n1-c1ccc(F)cc1	?	-11%	1
56	CCOc1ccc2nc(NC(=O)CSc3ccccc3)sc2c1	/	-3%	69
57	Cc1ccc(C)c(NC(=O)C2CC3CCC2C3)c1 (stereo unspecified)	-6%	7%	23
58	CN(Cc1nc(-c2cnccn2)no1)CC1CCN(Cc2ccccc2)CC1	11%	4%	-16
59	CCN(CC)CCOCCOc1ccc(Cl)c2ccccc12	?	?	-14
60	COc1cc(C(=O)Nc2scc(-c3ccc(C)cc3)c2C(=O)O)cc(OC)c1OC	-21%	-17%	/
61	Cc1cccc(NC(=O)c2ccccc2O)c1C	?	-4%	49*
62	CC(C)Cc1nc2sc3c(c2c(=O)n1N)CC(C(C)C)OC3 (stereo unspecified)	-7%	1%	-6

entry	Pf growth 48h	HCV inhibitor	CHX counter
49	12%	16%	5
50	475%[activator]	?	49*
51	-7%	-2%	-1
52	5%	-1%	-3
53	1%	13%	-1
54	-5%	4%	2
55	-3%	1%&-3%	-1
56	5%	?	18*
57	24%	0%	14*
58	-11%	-6%	5
59	?	?	-3
60	-9%	-17%	6
61	?	-7%	34*
62	-3%	-9%	-3
